Screening data deposited in PubChem by several laboratories.
Rin1 Abl inh = blocks binding of human Rin1 to Abl | P00519+Q13671 | TR-FRET Rin1/Abl binding, biochemical | inhibition, % at 7.35 µM | 360,000 tested, 0.4% active; in the data active means inhibition above about 5%, passing the limit was not always enough
CSN deneddyl inh = CSN deneddylation inhibition; inhibition, % at 12.5 µM; 360,000 tested, 0.38% active; Purified CSN, SCF-Nedd8-OG deneddylation, fluorescence polarization;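 active means pattern-corrected inhibition above about 35%, with an unprinted fluorescence ratio check between 0.5 and 1.5, limit read from the data, passing the limit was not always enough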;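 further: 0% = enzyme with substrate and 100% = substrate without enzyme; some results filed as inactive read as strong as hits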
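Material: purified human Csn5 enzyme expressed in HEK293T cells / Medium: Tris buffer pH 7.5, NaCl, DTT, Tween-20, trehalose, ovalbumin / Compound dosing: 12.5 µM single point / Schedule: 90 min incubation of compound, enzyme and substrate at room temperature / Signal: fluorescence polarization of the substrate / Control set: no-enzyme wells high, enzyme-with-substrate wells low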
Scp1 inh = blocks human Scp-1 phosphatase activity. Q9GZU7. AID 493091. inhibition, % at 20 µM. Recombinant Scp1, phosphopeptide, malachite green phosphate absorbance. 340,000 tested, 0.88% active;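 active means inhibition above about 50% at 20 µM, limit read from the data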;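 further: plate controls were DMSO wells with enzyme for no effect and wells lacking enzyme for full effect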
Target sequence (Q9GZU7 76-261 limits assumed): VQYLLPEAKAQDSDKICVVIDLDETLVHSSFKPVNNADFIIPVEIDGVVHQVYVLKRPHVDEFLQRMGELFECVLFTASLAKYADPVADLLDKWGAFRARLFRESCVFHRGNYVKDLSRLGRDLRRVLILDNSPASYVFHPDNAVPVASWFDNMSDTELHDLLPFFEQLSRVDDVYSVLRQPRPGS
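Test system – truncated SCP-1 phosphatase (76-261aa) · Reagent – Phosphorylated 17-residue peptide substrate · Incubation – 45 min room-temperature reaction, 5 min colour, 30 min stabiliser · Detection – colorimetric phosphate reagent with accelerator and stabiliser, absorbance at 630 nm · Measure – % inhibition at 20 µM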
DNMT1 inh = DNMT1 (human) enzyme inhibition. inhibition (reported as % activation of signal), % at 10 µM. DNMT1 molecular beacon, Hinp1I cleavage, fluorescence. 360,000 tested, 0.83% active; in the data active means inhibition above about 50%
LMPTP block = LMPTP (human) inhibition. recombinant LMPTP-A, OMFP fluorogenic substrate, fluorescence intensity. inhibition, % at 20 µM. 360,000 tested, 0.22% active. P24666;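 active means compounds that cut the enzyme signal by at least half of the control window in the single-dose screen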;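 further: plate controls were DMSO wells with enzyme plus substrate for no effect and substrate without enzyme for full effect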
Target sequence (P24666 whole entry, looked up): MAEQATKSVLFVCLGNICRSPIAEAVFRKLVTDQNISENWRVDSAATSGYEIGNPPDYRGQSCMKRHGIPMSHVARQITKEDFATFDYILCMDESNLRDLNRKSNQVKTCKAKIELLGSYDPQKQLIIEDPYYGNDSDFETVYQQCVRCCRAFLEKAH
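Assay system: LMPTP-A enzyme. Input: 0.625 nM LMPTP-A final. Probe or stimulus: 400 µM OMFP. Compound dosing: single 20 µM dose. Schedule: 50 min dark incubation at room temperature. Detection: fluorescence intensity of OMFP turnover product. Read-out: percent inhibition versus substrate-only and uninhibited controls. Benchmarks: no-enzyme low control, uninhibited high control.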
NadD inh = blocks S. aureus nicotinate mononucleotide adenylyltransferase. purified NadD enzyme, colorimetric absorbance read-out. inhibition, % at 20 µM. 360,000 tested, 0.78% active. AID 602399; in the data active means inhibition above about 26%; further: some compounds past the cut are filed as inactive
Rpn11 block = Rpn11 (human) deubiquitinase inhibition. human 26S proteasome, Ub4-pepOG fluorescence polarization; 20S core pre-blocked with epoxomicin. 360,000 tested, 0.59% active. calls only at 20 µM. AID 588493;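 active means inhibition at 20 µM, scaled to each plate's controls, above about 33%, limit read from the data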
Target sequence (O00487 whole entry, looked up): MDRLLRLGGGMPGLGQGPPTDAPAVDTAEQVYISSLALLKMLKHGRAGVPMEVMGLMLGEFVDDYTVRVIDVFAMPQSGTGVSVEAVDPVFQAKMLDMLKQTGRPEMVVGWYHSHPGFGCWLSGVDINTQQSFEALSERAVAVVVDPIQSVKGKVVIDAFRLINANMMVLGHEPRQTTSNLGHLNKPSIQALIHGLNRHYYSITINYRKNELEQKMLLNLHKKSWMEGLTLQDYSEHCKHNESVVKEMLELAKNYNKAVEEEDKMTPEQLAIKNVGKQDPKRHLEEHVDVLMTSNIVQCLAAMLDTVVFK
STEP block = STEP (human) phosphatase inhibition; recombinant STEP, OMFP fluorogenic substrate, fluorescence; inhibition, % at 20 µM; 360,000 tested, 0.25% active; AID 588621;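 active means inhibition at 20 µM, scaled per plate between control wells, above about 37%, limit read from the data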;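 further: 0% = DMSO with enzyme and substrate and 100% = substrate only without enzyme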
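System: STEP phosphatase, cell-free reaction; Buffer or medium: Bis-Tris pH 6.0 buffer with DTT, detergent; Incubation: 20 min at room temperature, dark; Measured by: fluorescence, 480/540 nm.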
SUMO1 PPI mod = alters human SUMO1 binding to SIM partners; P63165; SUMO1 binding to a labelled peptide, TR-FRET, 1 h; inhibition, % at 20 µM; 360,000 tested, 0.33% active; AID 602429; in the data active means inhibition above about 37%
Target sequence (P63165 whole entry, looked up): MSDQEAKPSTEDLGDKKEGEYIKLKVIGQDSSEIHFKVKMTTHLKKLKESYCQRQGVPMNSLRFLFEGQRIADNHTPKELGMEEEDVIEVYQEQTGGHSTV
Neddylation inh = blocks human cullin neddylation; P61081+Q13564; 360,000 tested, 0.58% active; AID 651699; calls only at 25 µM; TR-FRET cullin neddylation, biochemical; in the data active means inhibition above about 36%
Starred values were filed as active, the others as inactive; i = inactive; / = not tested or not shown; + = active, no number.

A first look, 4 compounds:
SMILES	Rin1 Abl inh	CSN deneddyl inh	Scp1 inh	DNMT1 inh	LMPTP block	NadD inh	Rpn11 block	STEP block	SUMO1 PPI mod	Neddylation inh
CCCCn1c(O)c(N=Nc2ccccn2)c2ccccc21	-3	4	-3	0	3.3	0	i	1	-11	i
CCn1c(SCC(=O)Nc2cc(C)nn2-c2ccccc2)nnc1-c1cccs1	-1	3	-5	0	-1.2	1	i	-1	-2	i
O=C(O)c1ccc(C[n+]2c(-c3ccccc3)csc2Nc2ccccc2)cc1	-1	0	25	0	-0.4	10	i	-6	1	i
O=C(NNC(=O)C1COc2ccccc2O1)c1ccccc1 (stereo not given)	-1	2	-10	2	-0.1	-4	i	0	-2	i

The whole of this part, from the start:
SMILES	Rin1 Abl inh	CSN deneddyl inh	Scp1 inh	DNMT1 inh	LMPTP block	NadD inh	Rpn11 block	STEP block	SUMO1 PPI mod	Neddylation inh
CCCCn1c(O)c(N=Nc2ccccn2)c2ccccc21	-3	4	-3	0	3.3	0	i	1	-11	i
CCn1c(SCC(=O)Nc2cc(C)nn2-c2ccccc2)nnc1-c1cccs1	-1	3	-5	0	-1.2	1	i	-1	-2	i
O=C(O)c1ccc(C[n+]2c(-c3ccccc3)csc2Nc2ccccc2)cc1	-1	0	25	0	-0.4	10	i	-6	1	i
O=C(NNC(=O)C1COc2ccccc2O1)c1ccccc1 (stereo not given)	-1	2	-10	2	-0.1	-4	i	0	-2	i
OCc1nc2ccccc2n1CCCOc1ccccc1	0	-3	-2	-3	0.9	9	i	2	3	i
C=CCN1C(=O)C2C(C(=O)NC)C3(C)C=CC2(O3)C1C(=O)NCc1ccc(OC)cc1 (stereo not given)	1	5	0	0	-0.4	-4	i	2	4	i
COc1ccc(CNC(=O)C(c2ccco2)N(Cc2cccs2)C(=O)Cc2cccs2)cc1 (stereo not given)	0	2	-12	-1	1.9	-4	i	0	5	i
OCCC1CN(Cc2nc3ccc(F)cc3[nH]2)CCN1C1CCCC1 (stereo not given)	1	-2	-7	-1	-2.9	-8	i	0	-6	i
O=C(c1ccc(CN2CCc3ccccc3C2)cc1)N1CCN(c2ccccc2)CC1	-3	2	-5	-8	-2.2	0	i	2	4	i
COc1cccc(NC(=O)CC2S/C(=N\S(=O)(=O)c3ccccc3)N(c3ccccc3)C2=O)c1 (stereo not given)	-1	-3	-19	-18	3.2	0	i	7	6	i
COc1ccc(-c2cn3nc(SCC(=O)NC4CCCCC4)ccc3n2)cc1	1	1	3	2	0.6	-2	i	0	-165	i
O=C(/C=C/c1cccs1)c1cc(Br)ccc1OC(=O)N1CCOCC1	-2	1	-10	-6	1.1	-8	i	-1	-8	i
O=C(NC(=O)c1c(F)cccc1F)Nc1cccc(Oc2ncc(Cl)cn2)c1	3	3	-2	0	-0.1	0	i	0	3	i
Cc1cc(C(=O)NNC(=O)[C@H](C)NC(=O)c2ccc(Br)cc2)c(C)o1	2	-1	-2	6	-0.5	1	i	1	0	i
O=C(O)C1CCC(CN(Cc2cccc(Br)c2)C(=S)Nc2ccccc2F)CC1 (stereo not given)	1	-6	-1	1	-0.8	-6	i	4	4	i
O=c1c(N=Nc2ccc(O)cc2)c(-c2ccccc2)[nH]n1-c1ccc([N+](=O)[O-])cc1	-4	10	-7	-4	2.6	40*	i	2	-7	i
CCOC(=O)C1=C(Nc2ccccc2)CC(C)(O)C(C(=O)OCC)C1c1ccccc1 (stereo not given)	-1	0	-4	-1	-0.3	-1	i	4	2	i
Cc1ccc(S(=O)(=O)N(C)CC(=O)N2CCCCCCC2)cc1	0	3	-7	1	1.0	-5	i	0	5	i
Cc1ccc([N+](=O)[O-])cc1S(=O)(=O)Nc1ccc(O)c(Sc2ncn[nH]2)c1	-1	-2	4	8	-0.5	-9	i	0	-19	i
CC(=O)Oc1ccc(/C=C(\NC(=O)c2ccco2)C(=O)NCc2ccccc2)cc1	1	-3	54*	-1	-0.5	-3	i	-1	-6	i
CCOC(=O)c1ccc(NC(=S)N2CCN(c3ccc(N4CCOCC4)nn3)CC2)cc1	-1	-5	-4	7	-1.0	3	i	0	-8	/
O=C(CSc1ccc2ccccc2n1)NC1CC1	-3	1	-4	0	-0.9	3	i	-3	6	i
COc1ccc(S(=O)(=O)c2nnn(-c3cccc(Cl)c3)c2N)cc1	0	1	-4	-1	0.7	-9	i	-4	1	i
CN(C)c1ccc(NC(=O)Nc2cccc3ccccc23)cc1	-1	0	-17	1	2.8	0	i	-2	-5	i
CCOc1ccc(N(CC(=O)Nc2cc(C)cc(C)c2)S(C)(=O)=O)cc1	-2	-2	-10	0	0.6	-3	i	-2	4	i
CC(C)(C)CC(=O)Nc1ccc(-c2cn3cccnc3n2)cc1	0	8	-12	-3	-0.7	-3	i	-2	-23	/
CCNC(=O)C1(C)CCCN(C(=O)c2nc(C)oc2C)C1 (stereo not given)	-1	-4	/	1	0.3	2	i	-2	-3	i
COC(=O)c1cc2oc(C)cc2n1CC(=O)N1CCCc2ccccc21	1	-3	-11	4	1.5	-1	i	4	-1	i
Cc1cccc(C)c1OCc1n[nH]c(=S)n1-c1ccccc1	1	-1	-6	-2	0.6	-1	i	2	1	i
COc1cc(C)ccc1OCCCON1C(=O)CCC1=O	-4	-1	2	5	-1.4	1	i	6	1	i

Looked up one by one from above (3):
SMILES	Rin1 Abl inh	CSN deneddyl inh	Scp1 inh	DNMT1 inh	LMPTP block	NadD inh	Rpn11 block	STEP block	SUMO1 PPI mod	Neddylation inh
COc1cc(C)ccc1OCCCON1C(=O)CCC1=O	-4	-1	2	5	-1.4	1	i	6	1	i
COC(=O)c1cc2oc(C)cc2n1CC(=O)N1CCCc2ccccc21	1	-3	-11	4	1.5	-1	i	4	-1	i
CCOC(=O)c1ccc(NC(=S)N2CCN(c3ccc(N4CCOCC4)nn3)CC2)cc1	-1	-5	-4	7	-1.0	3	i	0	-8	/

Other compounds follow:
SMILES	Rin1 Abl inh	CSN deneddyl inh	Scp1 inh	DNMT1 inh	LMPTP block	NadD inh	Rpn11 block	STEP block	SUMO1 PPI mod	Neddylation inh
Cn1cnc([N+](=O)[O-])c1Nc1cccc(O)c1	-7	2	-1	-1	0.1	8	i	-5	-9	i
CCOc1ccc(NC(=O)COc2cccc3cccnc23)cc1S(=O)(=O)N1CCCC1	-1	6	/	-6	1.4	10	i	4	6	i
Cc1ccc(-c2nn3c(C)nnc3s2)cc1NC(=O)c1ccc(Br)o1	-6	-4	-4	3	-0.3	1	i	0	5	i
OCC[C@H]1C[C@@H](O)[C@H](O)[C@@]2(Cc3ccccc3CO2)O1	2	0	-11	4	-2.3	-9	i	-5	2	i
Cc1nc2nc(COc3ccccc3)nn2c(C)c1Cl	1	1	-9	1	-1.2	-2	i	-2	-1	i
COC(=O)c1nc2n(n1)C(c1ccc([N+](=O)[O-])cc1)C(C(=O)Nc1ccc(Cl)cc1)=C(C)N2 (stereo not given)	1	7	-11	29	-1.2	-1	i	2	-8	i
Cc1cc(N2CC(C)OC(C)C2)nc2ccccc12 (stereo not given)	5	-1	-8	0	2.4	-5	i	0	-1	i
Cc1[nH]c2ccc(C(=O)NC3CCC(C)CC3)cc2c1C (stereo not given)	2	-5	9	-1	0.5	-5	i	4	-2	i
Cn1c(CNC(=O)c2ccco2)nnc1SCC(=O)Nc1c(F)cc(F)cc1Br	1	11	-2	-1	0.5	-5	i	-1	-1	i
CCOc1ccc(NS(=O)(=O)c2ccc(NC(=O)c3ccccc3C(=O)O)cc2)cc1	1	110	-24	3	-1.0	-5	i	-3	12	i
COC(=O)C1=C(C)N(Cc2ccccc2)C(=NCCc2ccccn2)N[C@H]1c1cccc(C(F)(F)F)c1	2	2	26	6	-1.1	-9	i	1	-1	i
CCOc1ccc(-n2c(SCc3cc(=O)oc4cc(C)ccc34)nnc2-c2cccnc2)cc1	-1	2	-3	-2	-0.2	-2	i	0	-7	i
O=C(NN1C(=O)/C(=C/c2ccc(O)c([N+](=O)[O-])c2)SC1=S)c1ccccc1Cl	4	22	9	-2	3.3	1	+	10	4	i
O=C(O)c1ccc(-n2cncn2)c([N+](=O)[O-])c1	-2	7	3	3	-2.0	5	i	-1	-16	i
N/C(=N\OC(=O)CC1CCCCC1)c1ccccn1	1	5	7	7	0.1	-1	i	-2	-3	i
CCOC(=O)c1ccc(NC(=S)Nc2ccccc2)cc1	-1	5	-5	4	-1.2	0	i	-2	-3	i
Cc1nc(Nc2ccc(S(=O)(=O)N3CCCCC3C)cc2)c2nnn(Cc3ccccc3)c2n1 (stereo not given)	-3	2	-4	-12	2.5	10	i	-1	2	/
COCCn1c(-c2ccc(OC)cc2)cnc1SCC(=O)Nc1cc(C)on1	-8	0	-2	2	-0.6	0	i	-8	-4	i
O=C(NCc1nc2ccccc2[nH]1)C1=C[C@@H](c2csc3ccccc23)C[C@@H](OCCCCO)O1	3	0	-5	-26	3.5	4	i	0	2	i
Cc1c(NC(=O)Nc2ccc(Cl)c(Cl)c2)sc(=S)n1C	-1	-1	4	-22	2.0	6	i	3	0	i
Oc1cccc(C(=S)N2CCC(Cc3ccccc3)CC2)c1	-1	0	-15	-4	3.4	3	i	2	8	i
Cc1onc(-c2c(F)cccc2Cl)c1C(=O)NCc1ccccn1	2	2	-4	1	-2.8	-3	i	2	1	i
O=C(CC(=O)Nc1ccccc1)Nc1ccccc1	-2	8	-7	2	-1.3	-3	i	-1	2	i
CCCC(=O)Nc1nnc(S(=O)(=O)N(C)Cc2ccco2)s1	4	1	-5	1	-1.2	-2	i	2	7	i
CCn1nc(C(=O)OCC(=O)N2c3ccccc3CC2C)c2ccccc2c1=O (stereo not given)	-4	-3	-8	-1	1.8	-9	i	5	-10	i
COc1cc(NC(=O)C2CC(=O)NC3=C2C(=O)CCC3)cc(OC)c1 (stereo not given)	2	4	-6	-2	-1.6	0	i	0	-1	i
Cc1cc(CN2C(=O)c3ccccc3C2=O)on1	4	-1	0	3	-1.4	3	i	-1	-4	i
Cc1ccc(/C=C2/NC(=O)N(Cc3ccccc3F)C2=O)s1	3	41*	-1	7	-1.3	-2	/	-2	-4	i
CC(=O)Nc1ccc(Cc2nc3ccccc3[nH]2)cc1	4	-3	-5	-1	-1.0	4	i	0	2	i
Cc1ccc(/C=C(\NC(=O)c2ccccc2)C(=O)NCCN2CCOCC2)o1	-1	1	-12	-1	-3.9	2	i	0	-3	i
CCC/C(O)=C1\C(=O)CC(C)(C)CC1=Nc1ccc(OC)cc1OC	1	0	-7	-1	-0.7	4	i	1	-3	i
COc1cc2c(cc1OC)C(COc1ccccc1OC)N(C(C)=O)CC2 (stereo not given)	0	3	-8	3	-0.8	0	i	1	0	i
CCCCNC(=O)OCC(CC)NC(=O)OCC(C)C (stereo not given)	1	0	-2	5	-2.2	-6	i	0	0	i
C=CCn1c(CCNC(=O)c2cccs2)nnc1SCC(=O)c1cccc([N+](=O)[O-])c1	3	1	7	-2	1.8	-3	i	-1	-26	i

Rows are unselected; about 3.8% have a hit in one of these screens.
